Screening data: PubChem, National Center for Advancing Translational Sciences (NCATS)
PKM2 activator: PKM2 (human) enzyme activation; Potency, µM (highest dose often 57.5 µM), for inactives: top-dose activation, actives largely listed as activators; purified PKM2, Kinase-Glo ATP luminescence, activation; response scale: 0% is enzyme alone, no compound; 260,000 compounds, 0.34% hits; further: potency means the concentration at half of the fitted maximal effect; on the % scale 0 is the no-effect control and ±100 the full control effect; nearly all actives have a fitted effect of over 55% in size
Target sequence (P14618 whole entry, looked up): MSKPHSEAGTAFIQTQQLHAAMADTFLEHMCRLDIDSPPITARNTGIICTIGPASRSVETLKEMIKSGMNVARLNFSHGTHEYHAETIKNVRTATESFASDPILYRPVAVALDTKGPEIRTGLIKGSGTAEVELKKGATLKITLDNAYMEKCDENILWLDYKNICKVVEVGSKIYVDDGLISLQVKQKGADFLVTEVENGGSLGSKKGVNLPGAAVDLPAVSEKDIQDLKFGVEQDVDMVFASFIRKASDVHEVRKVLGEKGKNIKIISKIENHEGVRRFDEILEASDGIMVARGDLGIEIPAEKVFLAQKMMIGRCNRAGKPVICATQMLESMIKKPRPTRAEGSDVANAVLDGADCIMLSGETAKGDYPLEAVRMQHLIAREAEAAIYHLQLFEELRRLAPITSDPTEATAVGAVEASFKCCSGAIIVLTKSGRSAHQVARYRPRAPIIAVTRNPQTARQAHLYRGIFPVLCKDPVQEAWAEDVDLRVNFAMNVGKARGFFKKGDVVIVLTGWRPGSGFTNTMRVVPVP
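Purified hPK-M2 (>95%) run at intermediate activity with 0.1 mM ADP and 0.5 mM PEP in 50 mM imidazole pH 7.2, KCl, MgCl2; 1 h room temperature. ATP formed read by Kinase-Glo luminescence; normalized to uninhibited and no-enzyme controls.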
ELG1 DNA repair: ELG1-dependent DNA repair inhibition; AID 504467; 330,000 compounds, 2.3% hits; HEK293T ELG1-luciferase reporter, luminescence, 16 h; DNA damage induced by 5-fluorouridine; Potency, µM (highest dose often 46.1 µM), inactives show at the highest dose activity change, negative = inhibition, actives largely listed as inhibitors; further: potency means the concentration at half of the fitted maximal effect; on the % scale 0 is the no-effect control and ±100 the full control effect; nearly all actives have a fitted effect of over 55% in size
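5-Fluorouridine DNA damage + compound/DMSO, 2,000 cells/well, 16 h, 37 °C/5% CO2. ONE-Glo, 30 min RT, luminescence. Readout = decrease in reporter signal.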
Menin MLL FP TR: inhibitors of human menin-MLL interaction, mutant MLL peptide; Menin + Texas Red MLL mutant peptide, fluorescence polarization; O00255; 270,000 compounds, 0.23% hits; Potency, µM (series often up to 61.6 µM), for the others: at the highest dose FP activity change, negative = inhibition, usual class: inhibitors; AID 1768; active means well fitted inhibition curve with a large enough effect in the polarisation, with a control signal flat, not every such curve was filed as active; inconclusive means small, poorly fitted or top-dose-only effect, or effect the other way, or a change in a side signal; inactive means no such curve, though single readings can be large or run the other way; the % refers to the polarisation; further: potency means the concentration at half of the fitted maximal effect; % of control where 0% means no effect; many of its hits are not listed in these tables
Gal4-VP16 FLuc: inhibits Gal4-VP16 luciferase reporter, ROR gamma counter-screen; Drosophila S2 Gal4-VP16 UAS-luciferase, luminescence, 20 h; Potency, µM (titrated, usually from 53.6 µM), for inactives: at the top dose activity, negative = inhibition, actives largely listed as inhibitors; 310,000 compounds, 3.5% hits; AID 2546;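 further: Gal4-VP16 expression switched on by copper sulfate through the metallothionein promoter; potency means the concentration at half of the fitted maximal effect; on the % scale 0 is the no-effect control and ±100 the full control effect; nearly all actives have a fitted effect of over 50% in size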
KCNH2 3.1 block: inhibitors of human KCNH2 3.1 potassium channel isoform | U2OS KCNH2 3.1, thallium flux FluxOr; active compounds read low | activity change, % (tested at about 1.8 µM) | 340,000 compounds, 0.95% hits;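 active means maximum activity change below -70%; inconclusive means maximum activity change from -70% to -50%; inactive means maximum activity change above -50%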;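 further: thallium influx rate constant from kinetic fluorescence after stimulation buffer; on the % scale 0 is the no-effect control and ±100 the full control effect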
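Thallium flux via FluxOr fluorescence (Red40 quencher, 45 min loading) in U2OS cells virally expressing the KCNH2 3.1 isoform (1.77 x 10^8 /mL virus, overnight at 37 C). Rate constants from 2-min kinetic reads post-stimulation, normalised to positive and negative controls.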
Mito fusion act: inhibitors of mitochondrial division or activators of mitochondrial fusion. S. cerevisiae fusion-defective mutant growth rescue, CellTiterGlo 48 h. Potency, µM (titrated, usually from 46.1 µM), without a hit: top-dose growth rescue (activation), hits mostly activators. 320,000 compounds, 0.23% hits. AID 485298;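 further: potency means the concentration at half of the fitted maximal effect; % of control where 0% means no effect; nearly all actives have a fitted effect of over 45% in size; temperature-sensitive fusion mutants such as fzo1-1 at 37 °C on non-fermentable ethanol glycerol medium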
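Growth-rescue viability read-out: after 48 h at the non-permissive 37C in glycerol/ethanol YPEG, yeast mitochondrial fusion mutants are measured by CellTiterGlo luminescence; compounds (23 nl pinned per well) restoring growth score as division inhibitors or fusion activators.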
RORgamma inh: ROR gamma (mouse) transcription inhibition | Potency, µM (series often up to 53.6 µM), inactives show top-dose activity change, negative = inhibition, most hits filed as inhibitors | P51450 | Drosophila S2 Gal4-RORgamma UAS-luciferase reporter, 20 h | AID 2551 | 310,000 compounds, 5.4% hits; further: potency means the concentration at half of the fitted maximal effect; on the % scale 0 is the no-effect control and ±100 the full control effect; nearly all actives have a fitted effect of over 60% in size
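In this cell-based reporter format, copper sulfate (700 uM final) drives Gal4–ROR gamma fusion expression from a metallothionein promoter in Drosophila Schneider cells; compounds preincubated 1 hr, reporter read after 20 hr at ambient temperature.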
NPC1 prom act: NPC1 promoter activation. Huh7 NPC1 promoter luciferase reporter, 24 h. Potency, µM (series often up to 9.22 µM), inactives show at the highest dose activation, most hits filed as activators. 320,000 compounds, 2.4% hits;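 further: potency means the concentration at half of the fitted maximal effect; % of control where 0% means no effect; nearly all actives have a fitted effect of over 60% in size; reporter is driven by a mutant NPC1 promoter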
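Stable NPC1-promoter luciferase Huh7 line; cpd (DMSO) 24 h, 37 °C, 5% CO2; Amplite luciferase reagent 10 min RT; luminescence readout. qHTS format.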
MBNL1 CUG block: MBNL1-poly(CUG) RNA binding inhibition; TR-FRET MBNL1-His/biotin-(CUG)12 binding, 665/545 ratio; Potency, µM (doses to about 57.5 µM), for the others: top-dose activity change, negative = inhibition, actives largely listed as inhibitors; 280,000 compounds, 0.036% hits; active means well fitted inhibition curve with a large enough effect in the signal ratio, with a control signal flat, not every such curve was filed as active; inconclusive means small, poorly fitted or top-dose-only effect, or effect the other way, or a change in a side signal; inactive means no such curve, though single readings can be large or run the other way; the % refers to the signal ratio; further: potency means the concentration at half of the fitted maximal effect; on the % scale 0 is the no-effect control and ±100 the full control effect
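Ratiometric TR-FRET (665 over 545 nm, excitation 340 nm) tracks disruption of MBNL1-His/biotin-(CUG)12 complex after 60 min at room temperature, with compounds at 92 nM to 58 uM final.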
FLuc counter: firefly luciferase modulation, counter-screen for miR-21 project; P08659; purified FLuc, Km substrates, luminescence inhibition; Potency, µM (top dose mostly 57.5 µM), inactives show at the top dose activity change, negative = inhibition, hits mostly inhibitors; 360,000 compounds, 6.9% hits;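 further: potency means the concentration at half of the fitted maximal effect; plate controls were vehicle for no effect and reference inhibitor for full effect; nearly all actives have a fitted effect of over 55% in size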
Target sequence (P08659 whole entry, looked up): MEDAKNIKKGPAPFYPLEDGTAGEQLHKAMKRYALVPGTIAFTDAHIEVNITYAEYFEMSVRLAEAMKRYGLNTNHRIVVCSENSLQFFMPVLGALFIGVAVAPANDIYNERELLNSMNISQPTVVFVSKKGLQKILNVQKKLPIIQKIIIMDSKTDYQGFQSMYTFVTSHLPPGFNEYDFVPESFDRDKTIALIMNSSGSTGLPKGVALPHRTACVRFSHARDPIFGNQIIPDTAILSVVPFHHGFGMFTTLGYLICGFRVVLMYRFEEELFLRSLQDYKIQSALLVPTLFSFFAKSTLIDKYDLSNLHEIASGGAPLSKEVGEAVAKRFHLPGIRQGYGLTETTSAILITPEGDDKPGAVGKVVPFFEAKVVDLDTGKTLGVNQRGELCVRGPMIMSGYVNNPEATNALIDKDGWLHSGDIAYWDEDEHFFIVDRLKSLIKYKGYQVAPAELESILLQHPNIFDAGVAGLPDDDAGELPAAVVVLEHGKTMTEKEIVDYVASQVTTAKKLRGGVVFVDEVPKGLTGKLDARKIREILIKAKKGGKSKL
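Purified P. pyralis luciferase, 10 nM final, with Km-level 10 uM D-luciferin and 10 uM ATP in 50 mM Tris acetate pH 7.5, 10 mM Mg acetate, 0.01% Tween-20, 0.05% BSA; 6-point qHTS titration about 60 µM downward; luminescence read.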
Rab9 prom act: activates the Rab9 promoter | Huh7 Rab9 promoter-luciferase reporter, luminescence, 24 h | Potency, µM (series often up to 9.22 µM), inactives show at the top dose activation, negative = inhibition, usual class: activators | 320,000 compounds, 2.8% hits | AID 485297; further: potency means the concentration at half of the fitted maximal effect; % of control where 0% means no effect; nearly all actives have a fitted effect of over 60% in size
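Luciferase signal after 10 min detection reagent at ambient indicates Rab9 promoter upregulation; stably transfected Huh7 cells were treated 24 h with compound in DMSO at 37 °C, 5% CO2.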
* = called active by the depositor; ? = inconclusive; . = no result given; & = joins results of further samples; [ ] = dose if it differs, or a comment. Unless noted, the call rests on the fitted dose curve; in most records, active means well fitted curve in the direction sought with a large enough effect; inconclusive means small, poorly fitted or top-dose-only effect, or another doubt; inactive means no such curve, though single readings can be large; an effect the other way counts as inactive or inconclusive.

SMILES	PKM2 activator	ELG1 DNA repair	Menin MLL FP TR	Gal4-VP16 FLuc	KCNH2 3.1 block	Mito fusion act	RORgamma inh	NPC1 prom act	MBNL1 CUG block	FLuc counter	Rab9 prom act
COC(=O)c1cc(OC)c(OC)cc1NC(=O)c1ccc(C)cc1	4%	?	2%	13%	-8	3%	-21%	-6%	2%	-4%	7%
NC(=O)c1nsc(C(=O)N(Cc2ccco2)C(C(=O)NC2CCCC2)c2ccc(O)cc2)c1N (stereo unspecified)	0%	-4%	5%	22%	5	11%	14%	-7%	17%	-4%	2%
COc1ccc(C(CNC(=O)Cc2ccccc2F)N2CCCCC2)cc1 (stereo unspecified)	-11%	?	-11%	-14%	-12	-4%	2%	6%	-14%	-2%	2%
COc1ccc(C2C(C#N)=C(SC)NC3=C2C(=O)CC(C)(C)C3)cc1 (stereo unspecified)	-4%	-5%	15%	-11%	-3	5%	?	-4%	9%	0%	5%
C=CCn1c(SCc2cc(=O)n3ccsc3n2)nc2scc(C3CC3)c2c1=O	-1%	?	-10%	8%	-7	15%	26%	-2%	6%	-3%	-4%
O=c1[nH]c2ccc(Cl)cc2c(-c2ccccc2)c1N1CCOCC1	-8%	-8%	1%	-29%	0	15%	17%	1%	-7%	1%	-3%
COc1cccc(C(=O)NNc2nc(C)cc(C)n2)c1	-3%	22%	-8%	-1%	-9	0%	-7%	-1%	10%[11.5 µM]	1%	5%
C#CCOc1ccc(/C=C2/C(=O)N(c3cccc(C(=O)O)c3)N=C2C)cc1OC	3%	?	?	-4%	-14	-1%	27%	-1%	-11%	12µM*	-1%
Cc1ccc2cc(CN(C(=O)C3CCCO3)C3CCCCC3)c(=O)[nH]c2c1 (stereo unspecified)	-5%	12%	0%	0%	-4	0%	-45%	-1%	-10%	-1%	1%
Cn1c(=O)c(=O)n(C)c2cc(N3CCOCC3)c(NS(=O)(=O)c3ccc(Br)cc3)cc21	.	1%	-1%	-4%	15	0%	-16%	3%	2%	-1%	-2%
COc1ccc(Cl)cc1C(=O)NNC(=O)C1COc2ccccc2O1 (stereo unspecified)	1%	-9%	-4%	3%	8	9%	?	1%	0%	-2%	4%
C=CCNC(=O)COc1ccc(N(C)S(=O)(=O)c2ccc(NC(C)=O)cc2)cc1	-1%	-5%	-6%	-16%	-6	-1%	-3%	0%	-1%	-1%	0%
Cc1nn(CC(=O)N(C)C)c(=O)c2ccccc12	0%	-9%	8%	-2%	-1	-2%	-6%	-1%	2%	2%	4%
CC12C(=O)N(c3ccccc3)C(=O)C1C(c1ccccc1)N1CCCN12 (stereo unspecified)	1%	25%	.	-2%	3	3%	13%	-2%	.	0%	2%
COc1ccc(C(=O)Nc2cc(C)nn2-c2nc3ccccc3[nH]2)c(OC)c1	0%	23µM*	-14%	4µM*	1	0%	2.2µM*	7%	5%	-3%	1%
O=C(CCC(=O)N1CCN(S(=O)(=O)c2ccc(Cl)cc2)CC1)Nc1cccc(Br)c1	7%	?	19%	?	0	-4%	?	0%	-6%	6%	-6%
Cc1ccc2c(CC(=O)O)coc2c1C	-3%	1%	-14%	-8%	2	-2%	0%	0%	-8%	-3%	2%
Cc1ccc(C)n1/N=C1/NC(=O)CS1	-5%	17%	9%	4%	6	0%	-41%	13%	5%	4%	0%
O=C(NCCN1CCOCC1)/C(=C\c1ccc(F)cc1)NC(=O)c1ccccc1	.	15%	.	1%	-36	-14%	-6%	-5%	-1%	0%	-7%
Cc1ccc2nc(SCC(=O)Nc3ccc(Cl)cc3)nc(=O)n2c1	.	7%	.	.	0	8%	.	-5%	.	1%	-4%
O=C(O)CSc1nc(SCc2ccccc2Cl)nc2c1CCCC2	1%	8%	-5%	-4%	1	3%	17%	0%	?	-2%	4%
O=C(O)CCCCCN1C(=O)C2CCCCC2C1=O (stereo unspecified)	2%	9%	-14%	21%	11	1%	-17%	-6%	-5%	-1%	-3%
CCOC(=O)c1ccccc1NC(=O)COC(=O)CSC(C)C(=O)Nc1cc(C)on1 (stereo unspecified)	8%	4%	.	0%	.	0%	-15%	-3%	-1%	1%	10%
CCCC1(c2ccccc2)NC(=O)N(CC(=O)Nc2cc(C)on2)C1=O (stereo unspecified)	-5%	11%	2%	2%	-8	6%	24%	-2%	-2%	-1%	-4%
COC(=O)c1ccc(S(=O)(=O)N2CCCCCC2)n1C	-4%	2%	.	4%	4	1%	12%	-2%	-5%	-2%	-2%
Brc1ccc(C2=Nc3cccc4cccc(c34)N2)o1	3%	?	?	3%	-6	7%	-26%	20%	45%[activator]	12µM*	21%
COc1ccc(N=C2SC(C(=O)N3CCN(c4ccccc4)CC3)CC(=O)N2C)cc1 (stereo unspecified)	2%	-14%	-11%	-5%	16	8%	41%	-4%	3%	5%	0%
Cc1ccc(SCc2cc(=O)[nH]c(/N=C(\N)Nc3cccc4ccccc34)n2)cc1	-4%	7%	1%	-12%	24	1%	16%	-4%	-12%	3%	2%
CC(C)(C)OC(=O)NCCCCCc1nnc(SCC(=O)Nc2cccc(Cl)c2)o1	25µM*	-14%	-6%	?	-2	12%	-34%	-17%	-15%	?	2%
N#Cc1ccccc1OCC(=O)OCCCOC(=O)COc1ccccc1C#N	4%	?	.	-2%	-4	0%	15%	0%	-4%	0%	-3%
CCOc1ccc(-c2c(=O)n(O)c3ccccc3[n+]2[O-])cc1	.	?	-18%	?	8	6%	?	-3%	?	?	-3%[1.84 µM]
Cc1cc(C[n+]2ncsc2N)c2ncccc2c1	-1%	-4%	.	-2%	-9	0%	-3%	1%	-6%	-1%	-7%
Cc1ccc(NC(=O)Cn2ncn3c(cc4ccccc43)c2=O)c(C)c1	.	-6%	-6%	-1%	20	-1%	-4%	-1%	10%	-1%&-7%	-2%
CN(c1ccc(C(=O)N2CCN(Cc3ccccc3)CC2)cc1)S(=O)(=O)c1ccc(Cl)cc1	-1%	-17%	?	-8%	-22	2%	?	1%	-4%	4%	-2%
COc1ccc(OC)c(Nc2nc(N)c([N+](=O)[O-])c(NC3CCCCC3)n2)c1	.	3%	1%	2%	-10	5%	0%	-1%	1%	0%	-7%
COc1cc(C2C3=C(CCCC3=O)Nc3[nH]n(-c4ccccc4)c(=O)c32)cc(OC)c1OC (stereo unspecified)	2%	11%	5%	-12%	15	-5%	26%	-2%	16%	-10%	1%
CCNc1ccc(C(=O)OCC)cc1NC(=O)c1cccc(S(=O)(=O)N(C)c2ccccc2)c1	-8%	7.3µM*	2%	3%	-35	5%	-2%	-2%	20%	-1%	-9%
COc1cc(-c2nnc(NC(=O)c3ccco3)o2)cc(OC)c1OC	.	?	.	.	3	1%	.	-1%	.	-3%	-5%
Cc1ccc(S(=O)(=O)Nc2ccc(C(=O)OCC(=O)N(CCC#N)c3ccccc3)cc2)cc1C	13%	-2%	-3%	-1%	22	-1%	41%	1%	2%	8%	-2%
O=c1c2oc3ccccc3c2ncn1Cc1ccccc1Cl	4%	.	?	26%	-7	5%	14%	.	1%	?	.
Cc1nnc2n1N=CC=C(C(C)(C)C)S2	-4%	1%	13%	1%	5	2%	2%	0%	11%	0%	1%
CCCCC(=O)NCCc1cc2ccc(OC)cc2[nH]c1=O	-2%	1%	10%	6%	-1	-1%	?	-3%	-9%	1%	2%
Cc1ccc2[nH]c3c(c2c1)SC(C)(C)CC3=O	2%	-3%	7%	-5%	-1	8%	10%	1%	8%	-1%	-4%
Cc1cccc(NC(=O)NCCN2CCN(c3ccccc3)CC2)c1C	.	1%	?	6%	-10	-9%	19%	-4%	-7%	0%	-10%

This is a subset (hit frequency here may not be typical).
